hDAT+cocaine = changed human dopamine transporter uptake under cocaine IC80; Q01959; LLC-PK1 hDAT cells, [14C]-dopamine uptake with cocaine IC80; actives deviate in either direction; B-score at 10 µM; actives 1.3% (n = 110,000);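 active = Z score or B-score, a plate-position-corrected score, falls beyond the plate's 99.7% confidence bounds, in either direction; inactive = both scores lie inside the 99.7% bounds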;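 also: scored against the spread of the other compound wells on the same plate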
Target sequence (Q01959 whole entry, looked up): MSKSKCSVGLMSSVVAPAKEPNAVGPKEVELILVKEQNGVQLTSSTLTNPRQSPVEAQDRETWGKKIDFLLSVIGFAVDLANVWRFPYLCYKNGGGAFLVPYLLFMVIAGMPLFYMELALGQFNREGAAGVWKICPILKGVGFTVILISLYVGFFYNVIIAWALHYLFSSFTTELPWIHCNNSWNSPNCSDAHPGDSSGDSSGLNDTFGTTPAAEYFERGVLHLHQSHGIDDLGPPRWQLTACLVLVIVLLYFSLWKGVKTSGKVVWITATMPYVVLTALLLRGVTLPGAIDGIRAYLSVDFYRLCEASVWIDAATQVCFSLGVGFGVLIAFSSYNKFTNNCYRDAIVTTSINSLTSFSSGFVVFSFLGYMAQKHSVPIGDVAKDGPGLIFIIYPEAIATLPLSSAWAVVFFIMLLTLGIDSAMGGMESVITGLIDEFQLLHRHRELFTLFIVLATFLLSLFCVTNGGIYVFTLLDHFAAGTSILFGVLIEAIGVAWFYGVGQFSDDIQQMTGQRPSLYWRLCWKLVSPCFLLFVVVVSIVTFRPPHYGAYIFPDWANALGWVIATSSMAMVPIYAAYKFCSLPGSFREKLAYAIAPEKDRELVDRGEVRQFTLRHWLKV
CYP2C9 act = activators of human CYP2C9; recombinant CYP2C9, luciferin-H conversion, luminescence; hits give high values; factor 1 = untreated enzyme, 0 = blocked; activation factor at 5 µM; AID 1024; actives 1.4% (n = 96,000);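 active = activation factor of 2 or more for CYP2C9 at a 5 µM dose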;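 also: 0 = sulfaphenazole-blocked wells and 1 = vehicle-only wells; values of inactives mirror those of a sister screen read the other way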
Target sequence (P11712 whole entry, looked up): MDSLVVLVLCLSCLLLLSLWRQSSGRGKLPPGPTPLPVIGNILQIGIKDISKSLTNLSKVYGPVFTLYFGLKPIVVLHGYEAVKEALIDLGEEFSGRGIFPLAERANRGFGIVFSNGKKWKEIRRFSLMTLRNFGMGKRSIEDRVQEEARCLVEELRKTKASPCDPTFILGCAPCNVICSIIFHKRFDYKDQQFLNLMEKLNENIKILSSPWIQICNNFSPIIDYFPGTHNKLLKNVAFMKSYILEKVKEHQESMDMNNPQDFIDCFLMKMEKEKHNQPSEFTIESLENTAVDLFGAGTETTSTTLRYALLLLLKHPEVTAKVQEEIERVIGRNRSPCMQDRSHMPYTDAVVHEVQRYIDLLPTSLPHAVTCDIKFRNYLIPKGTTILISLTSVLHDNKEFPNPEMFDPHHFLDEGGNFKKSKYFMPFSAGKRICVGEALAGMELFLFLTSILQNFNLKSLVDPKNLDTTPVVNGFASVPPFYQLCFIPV
Candida biofilm = kills Candida albicans biofilms; C. albicans biofilm + clotrimazole, Alamar Blue; inhibition, % at 6 µM; actives 0.14% (n = 85,000);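 active = inhibition above 20%; inactive = inhibition below 20%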;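 also: preformed 24 hr biofilms exposed to compound for 48 hr; 0% = biofilm without compound and 100% = blank killed by clotrimazole plus chlorhexidine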
HUVEC tox TNFa = HUVEC cytotoxicity counter-screen, TNF alpha stimulated. HUVEC TNFalpha-stimulated, Hoechst cell count, imaging. cell count reduction, % at 2 µM. actives 0.17% (n = 93,000);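 active = cell count reduction exceeding the screen mean by over 5 SD, scaled to untreated wells per plate, cut at about 78% in these data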;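 also: cells counted after 24 h of TNF alpha exposure following the 1 h pretreatment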
CYP2C9 inhib = human CYP2C9 inhibition; CYP2C9 Supersomes, luciferin-H conversion, luminescence; inhibition, % at 5 µM; actives 20% (n = 96,000);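 active = blocking of liver enzyme CYP2C9 beyond about 50% at 5 µM, limit read from the data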; also: values of inactives mirror those of a sister screen read the other way
IL1B cytotox = toxic to HUVEC cells under IL-1B stimulation | HUVEC cell count loss, Hoechst imaging, IL-1B stimulated | cell count reduction, % at 2 µM | actives 0.41% (n = 94,000) | AID 845;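 active = cell count reduction more than 3 SD above the screen-wide mean, cut at about 70% in these data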;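 also: normalized per plate to untreated control cells as the no-loss baseline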
VCAM1 TNFa inh = reduces TNF alpha induced VCAM1 expression in HUVEC | AID 802 | HUVEC TNFa-induced VCAM-1 immunofluorescence, high-content imaging | actives 0.48% (n = 95,000) | inhibition, % at 2 µM;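 active = inhibition above the batch mean plus 3 SD, with images confirmed as a hit by eye, cut at about 37% in these data; inconclusive = inhibition above that limit but hit not confirmed in images; inactive = inhibition not above that limit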;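 also: 0% = TNF-stimulated DMSO wells and 100% = unstimulated control wells; not every result past the cut was called active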
CYP2C19 act = activators of human cytochrome P450 2C19; P33261; activation factor at 5 µM; recombinant CYP2C19, luciferin-H EGE luminescence; hits give high values; 0 = fully inhibited enzyme, 1 = untreated enzyme; 96,000 tested, under 10 active;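 active = activation factor of at least 2 at 5 µM in the primary screen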;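 also: 0 = wells with 2.5 mM tranylcypromine and 1 = vehicle-only wells; values of inactives mirror those of a sister screen read the other way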
CYP2C19 inhib = blocks human cytochrome P450 2C19; inhibition, % at 5 µM; P33261; actives 21% (n = 96,000); CYP2C19 Supersomes, luciferin-H EGE luminescence, 30 min;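 active = CYP2C19 inhibition above a set limit at 5 µM in the primary screen, cut at about 50% in these data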;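 also: plate controls were negative control wells for no effect and 2.5 mM tranylcypromine positive control for full effect; values of inactives mirror those of a sister screen read the other way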
The depositor's hits bear a star; ? = inconclusive; · = no result given.

SMILES | hDAT+cocaine | CYP2C9 act | Candida biofilm | HUVEC tox TNFa | CYP2C9 inhib | IL1B cytotox | VCAM1 TNFa inh | CYP2C19 act | CYP2C19 inhib
Cc1ccsc1CN1CCN(c2ccccn2)CC1 | 0.96 | 0.3 | · | · | 70* | · | · | 0.1 | 93*
Cc1cc(C(=O)NCc2ccccc2)no1 | -0.17 | 0.9 | 8 | -24 | 8 | -30 | 0 | 1 | 0
O=C(NC(NCCCN1CCOCC1)(C(F)(F)F)C(F)(F)F)C1CCCCC1 | -0.04 | 1 | -4 | -46 | 2 | -35 | 6 | 0.9 | 7
CCOc1cc(/C=C(/C#N)C(=O)Nc2ccc(O)cc2)cc(Br)c1O | -3.4* | 0.1 | · | 42 | 94* | 12 | 17 | 0.4 | 61*
CCC(C)NC(=O)CSC1=Nc2ccccc2C2=NC(CCC(=O)NCc3ccco3)C(=O)N12 (stereo unspecified) | -0.61 | 0.3 | 9 | 8 | 68* | -22 | 25 | 0.9 | 6
Cc1ncc(C[n+]2csc(CCOC(=O)CC3C4CC5CC(C4)CC3C5)c2C)c(N)n1 (stereo unspecified) | 0.11 | 0.9 | · | -4 | 7 | 30 | -1 | 1.1 | -6
CSc1nnc(-c2sc3cc(C(F)(F)F)cnc3c2-c2ccccn2)n1C | 0.028 | 0.7 | 5 | -14 | 34 | · | 11 | 1.1 | -10
O=S(=O)(c1ccc2oc3ccccc3c2c1)N1CCCC1 | 0.43 | · | -2 | -15 | · | -24 | 3 | · | ·
Cc1nc2c(C#N)c(C)[nH]n2c(=O)c1Cc1ccccc1 | -0.66 | 0.4 | 5 | -11 | 63* | 2 | -1 | 1.1 | -9
N#CCc1ccc(NS(=O)(=O)c2cccs2)cc1 | -0.91 | 0.3 | 7 | · | 72* | · | · | 0.1 | 86*
Cc1nnc(NC(=O)C2CCCN(S(=O)(=O)c3ccccc3C(F)(F)F)C2)s1 (stereo unspecified) | 0.31 | 0.4 | 9 | -20 | 62* | 0 | 3 | 0.5 | 51*
Cc1cccc(CN2CCN(CC(=O)N3CCCC3)C2=O)c1 | 0.022 | 1.1 | 2 | -16 | -14 | -3 | 1 | 1 | -3
Cc1cc(C(F)(F)F)nn1CC(=O)NNC(=S)Nc1ccc(Cl)cc1 | 0.055 | 0.7 | · | -9 | 31 | -10 | -9 | 0.8 | 22
COc1ccc(N2C(=NC(C)=O)SC3CS(=O)(=O)CC32)cc1OC (stereo unspecified) | 0.7 | 0.9 | 10 | -31 | 8 | 6 | 16 | 1 | 0
CCCc1cc(C(=O)Nc2c(C)n(C)n(-c3ccccc3)c2=O)no1 | 0.99 | 0.8 | 3 | -16 | 22 | -5 | 3 | 0.9 | 10
COc1ccc(-c2nnc(SC(C)C(=O)NCc3ccc4c(c3)OCO4)n2Cc2ccco2)cc1 (stereo unspecified) | 0.36 | 0.6 | -3 | -4 | 36 | 7 | 18 | 0.6 | 38
Cc1ccc(S(=O)(=O)NCC2CCC(C(=O)NCc3ccc4c(c3)OCO4)CC2)cc1 (stereo unspecified) | 0.19 | 0.5 | 5 | -18 | 47 | · | -18 | 1.1 | -12
Cc1cc(C(=O)CSc2n[nH]c(N)n2)c(C)n1-c1cc(F)ccc1F | 1 | 0.5 | · | 5 | 54* | 10 | -2 | 0.2 | 76*
O=C(Nc1cccc(F)c1)NC1CC2CCCC(C1)N2C1CC1 (stereo unspecified) | 0.64 | 1 | 13 | 12 | 0 | 17 | -4 | 1.2 | -18
O=C(/C=C/c1ccc(Cl)cc1)N1CCN(c2ncccn2)CC1 | 0.22 | 0.9 | · | -18 | 10 | -18 | -6 | 0.9 | 10

One compound at a time (already shown):
Cc1ccc(S(=O)(=O)NCC2CCC(C(=O)NCc3ccc4c(c3)OCO4)CC2)cc1 (stereo unspecified) in the list: hDAT+cocaine = 0.19; CYP2C9 act = 0.5; Candida biofilm = 5; HUVEC tox TNFa = -18; CYP2C9 inhib = 47; IL1B cytotox = ·; VCAM1 TNFa inh = -18; CYP2C19 act = 1.1; CYP2C19 inhib = -12
O=C(Nc1cccc(F)c1)NC1CC2CCCC(C1)N2C1CC1 (stereo unspecified) in the list: hDAT+cocaine = 0.64; CYP2C9 act = 1; Candida biofilm = 13; HUVEC tox TNFa = 12; CYP2C9 inhib = 0; IL1B cytotox = 17; VCAM1 TNFa inh = -4; CYP2C19 act = 1.2; CYP2C19 inhib = -18
O=C(/C=C/c1ccc(Cl)cc1)N1CCN(c2ncccn2)CC1 in the list: hDAT+cocaine = 0.22; CYP2C9 act = 0.9; Candida biofilm = ·; HUVEC tox TNFa = -18; CYP2C9 inhib = 10; IL1B cytotox = -18; VCAM1 TNFa inh = -6; CYP2C19 act = 0.9; CYP2C19 inhib = 10

(list continues)
SMILES | hDAT+cocaine | CYP2C9 act | Candida biofilm | HUVEC tox TNFa | CYP2C9 inhib | IL1B cytotox | VCAM1 TNFa inh | CYP2C19 act | CYP2C19 inhib
O=C(COc1ccc2ccccc2c1)NC1CC1 | 0.66 | 0.9 | 2 | 14 | 13 | -21 | -13 | 0.7 | 28
O=C(O)CCCCCNC(=O)CCn1cnc2ccccc2c1=O | -0.11 | 1 | 7 | -12 | 5 | 29 | -18 | 1 | 3
Cc1nnc(SCSc2nnc(C)s2)s1 | 0.039 | 1.1 | -5 | · | -8 | · | · | 0.9 | 14
Cn1cnnc1SCC(=O)Nc1sccc1C#N | -0.043 | 1 | 4 | · | 2 | · | · | 1 | -4
Cc1cc(C(=O)Nc2nc3c(s2)CCCC3)no1 | 0.25 | 0.6 | 3 | -18 | 36 | -4 | 4 | 0.6 | 38
COCCCNC(=O)CN(c1cc(Cl)cc(Cl)c1)S(C)(=O)=O | 0.15 | · | 7 | -4 | · | 4 | -2 | · | ·
Cc1cc(NC(=O)NC(=O)c2cccc(OC(F)(F)C(F)F)c2)n[nH]1 | 0.92 | 1.2 | 5 | 12 | -15 | -29 | 91* | 0.8 | 18
COc1ccc2oc(=O)c(C(=O)Oc3ccc(NC(C)=O)cc3)cc2c1 | -0.48 | 0.9 | · | 0 | 8 | 26 | 3 | 0.9 | 9
CCOC(=O)c1cnc(NCc2ccccc2)nc1C | -1.1 | 0.4 | · | · | 62* | · | · | 0.5 | 51*
CC1Cc2cc(-c3csc(NC(=O)Cc4cccs4)n3)ccc2N1S(C)(=O)=O (stereo unspecified) | · | 0.1 | 1 | -2 | 92* | 5 | ? | 0.2 | 77*
Nn1c(SCC(=O)Nc2ccc(Oc3ccccc3)cc2)nnc1C1CC1 | 1.8 | · | 8 | 12 | · | -18 | -4 | · | ·
Clc1cccc(Cl)c1Cn1cnc(=NCc2ccco2)c2[nH]cnc21 | 0.59 | 0.2 | 7 | -13 | 77* | · | 1 | 0.7 | 30
COc1ccc(C(=O)Oc2cc(/C=N/NS(=O)(=O)c3ccccc3)ccc2OC)cc1 | -0.11 | 0.7 | · | 3 | 33 | -4 | 10 | 0.8 | 19
CN(CCc1ccccn1)C(=O)CN(C)S(=O)(=O)c1ccc2c(c1)c(=O)n(C)c(=O)n2C | 0.049 | 0.7 | · | -18 | 25 | 3 | 1 | 1.1 | -13
CCN(CC)CCNC(=O)Cn1c(-c2ccccn2)nc2ccccc21 | 0.85 | 1.1 | 4 | 20 | -6 | 36 | 14 | 1.1 | -12
CCc1nnc(NC(=O)c2cccc(OC)c2)s1 | 0.052 | 0.9 | · | -22 | 8 | 16 | -17 | 0.9 | 14
O=C(Nc1nc(-c2ccccc2)c(-c2ccccc2)s1)c1ccc(S(=O)(=O)N2CCCC2)cc1 | · | 0.6 | · | -5 | 44 | -18 | 1 | 0.9 | 14
Cc1c(/C(O)=C2/C(=O)C(=O)N(CCN3CCOCC3)C2c2cccs2)cnn1-c1ccccc1 (stereo unspecified) | -1.4 | 0.9 | 4 | 1 | 6 | 9 | -15 | 1 | 2
COC(=O)c1c(NC(=O)CC2SC(N)=NC2=O)sc2c1CCCC2 (stereo unspecified) | 2.1 | 0.7 | · | -13 | 28 | -18 | 9 | 0.9 | 6
COc1cc(OC)nc(NC(=O)CCl)n1 | -0.35 | 1.1 | 0 | -8 | -14 | -85 | 1 | 1.2 | -20

Copied from above for reference:
SMILES | hDAT+cocaine | CYP2C9 act | Candida biofilm | HUVEC tox TNFa | CYP2C9 inhib | IL1B cytotox | VCAM1 TNFa inh | CYP2C19 act | CYP2C19 inhib
Nn1c(SCC(=O)Nc2ccc(Oc3ccccc3)cc2)nnc1C1CC1 | 1.8 | · | 8 | 12 | · | -18 | -4 | · | ·
Clc1cccc(Cl)c1Cn1cnc(=NCc2ccco2)c2[nH]cnc21 | 0.59 | 0.2 | 7 | -13 | 77* | · | 1 | 0.7 | 30

Continuation.
SMILES | hDAT+cocaine | CYP2C9 act | Candida biofilm | HUVEC tox TNFa | CYP2C9 inhib | IL1B cytotox | VCAM1 TNFa inh | CYP2C19 act | CYP2C19 inhib
CC1CCN(C(=O)c2ccc(NC(=O)C3CCCO3)cc2)CC1 (stereo unspecified) | -0.98 | 0.9 | 13 | · | 10 | · | · | 1 | -2
COc1ccc(-n2c(=O)c3ccccc3n(CC(=O)NC3CCCC3)c2=O)c(OC)c1 | -0.0038 | 1.1 | -1 | -30 | -6 | -41 | 15 | 1.1 | -14
O=C(CSc1ccc(C(F)(F)F)cc1[N+](=O)[O-])Nc1ccccc1 | -0.26 | 1 | · | -35 | 2 | -7 | -47 | 0.9 | 15
O=C(c1cn(-c2ccccc2)nc1-c1ccc(Cl)s1)N1CCOCC1 | 1.2 | 1 | 9 | -15 | 2 | -10 | -12 | 0.9 | 12
Cc1ccc2cccc(Oc3cnccn3)c2n1 | -1.9* | 1.1 | 3 | -22 | -5 | -11 | 4 | 1 | -2
Nc1nc(CSc2nnnn2-c2ccc(F)c(Cl)c2)nc(N2CCOCC2)n1 | 0.26 | · | 3 | -40 | · | 3 | 9 | · | ·
CC(C)(C)C(=O)/C=C/Nc1ccccc1O | -0.031 | 1 | 5 | -6 | -2 | -5 | -1 | 1 | 0
CC1(c2ccc(Cl)cc2Cl)OCC(Cn2ccnc2)O1 (stereo unspecified) | -0.2 | 0.2 | 10 | -31 | 83* | -23 | -2 | 0 | 99*
O=C(Nc1ccccc1)c1cc(S(=O)(=O)N2CCOCC2)cs1 | 0.023 | 0.5 | -1 | -14 | 47 | -3 | -4 | 0.7 | 31
Cc1c(N=Cc2nc3ccccc3[nH]2)c(=O)n(-c2ccccc2)n1C | -0.34 | 0.9 | 5 | · | 6 | · | · | 0.9 | 9
CCCc1cc(-c2n[nH]c(=S)n2C(C)c2ccccc2)cs1 (stereo unspecified) | 0.56 | 0 | · | 0 | 97* | 6 | -6 | 0.2 | 81*
Cc1ccc(OCC(O)CNS(=O)(=O)c2ccccc2C(=O)N2CCCCC2)cc1 (stereo unspecified) | -0.092 | 0.5 | -2 | 48 | 47 | -11 | 22 | 0.8 | 17
CCOC(=O)c1ccc(NC(=O)CCc2ccc(CC)o2)cc1 | 1.1 | 0.4 | 4 | -13 | 60* | 5 | -9 | 0.8 | 19
COc1ccc(C2C3=C(CCCC3=O)Nc3nc(SCc4ccccc4)nn32)cc1OC (stereo unspecified) | -0.5 | 0.6 | 7 | · | 42 | -21 | -8 | 0.9 | 15
CCN(CC)S(=O)(=O)c1csc(C(=O)NC2CCCCC2)c1 | -0.61 | 0.4 | 7 | 8 | 62* | 4 | 3 | 1 | 2
Cc1c(C(=O)Nc2ccc3c(c2)OCO3)sc2nc(-c3ccccc3)cn12 | 0.64 | 0.6 | -5 | 0 | 41 | -13 | -10 | 1 | 1
O=C(Nc1cc2c(cc1Br)OCCO2)c1cccs1 | 0.16 | 0.8 | · | -9 | 21 | 1 | -19 | 0.4 | 57*
CC(C)(C)C(=O)Nc1nnc(SCC(=O)NCc2cccs2)s1 | -1.7 | 0.9 | 2 | -6 | 8 | -16 | 3 | 1 | 2
